Assay outcomes (PubChem)
A3G deaminase = APOBEC3G DNA deaminase inhibitors, primary screen, biochemical, fluorescence, single-stranded DNA substrate, uHTS. recombinant A3G, ssDNA deamination FAM/TAMRA fluorescence. inhibition, % at 20 µM. 330,000 tested, 0.28% active;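 active = inhibition of at least 40% at 20 µM, with no more than 30% in the related APOBEC3A deaminase screen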;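 also: plate controls were DMSO wells with A3G for no effect and wells lacking A3G enzyme for full effect; some compounds called inactive have numbers as strong as hits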
Target sequence (Q9HC16 whole entry, looked up): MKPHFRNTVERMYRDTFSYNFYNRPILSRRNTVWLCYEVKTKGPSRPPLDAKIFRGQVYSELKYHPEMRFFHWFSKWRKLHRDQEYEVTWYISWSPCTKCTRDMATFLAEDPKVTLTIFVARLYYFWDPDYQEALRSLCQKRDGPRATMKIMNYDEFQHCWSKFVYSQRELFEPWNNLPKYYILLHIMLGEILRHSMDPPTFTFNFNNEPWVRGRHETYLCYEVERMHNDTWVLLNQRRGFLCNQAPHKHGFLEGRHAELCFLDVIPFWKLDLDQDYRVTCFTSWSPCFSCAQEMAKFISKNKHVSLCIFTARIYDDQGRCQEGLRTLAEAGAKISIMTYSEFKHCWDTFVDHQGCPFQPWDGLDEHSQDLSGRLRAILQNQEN
hIAP act = human IAP activators, primary screen, biochemical, luminescence, uHTS. purified human IAP, CDP-Star luminescence, 30 min; active compounds read high; 1 = vehicle-only enzyme, 0 = enzyme-free background. activation factor at 10 µM. 330,000 tested, 0.16% active. AID 2524, 2010;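 active = activation factor of the enzyme at least 2-fold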; also: the source names both 10 and 20 µM as test concentration; values of inactives mirror those of a sister screen read the other way
MPTP block = mitochondrial permeability transition pore inhibitors, primary screen, biochemical, isolated mouse mitochondria, absorbance. Ca2+ swelling absorbance, 30 min. 360,000 tested, 1.4% active. inhibition, % at 10 µM. AID 602449, 2012;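 active = inhibition of 50% or more, scaled per plate between neutral and stimulator controls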;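 also: 0% = DMSO wells given calcium and 100% = 1 mM EGTA wells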
MIN6 prolif = inducers of MIN6 beta-cell proliferation, primary screen, ATP luminescence, uHTS. 330,000 tested, 0.29% active. proliferation, % at 10 µM. MIN6 cells proliferation, ATPlite luminescence, 48 h; cells starved in 0.2% serum; 100% = growth in 10% serum;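 active = compounds whose signal lies at least 3.5 SD above the mean of all wells on their plate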;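 also: 0% = DMSO-treated cells in low-serum medium and 100% = 10% serum control; some compounds called inactive have numbers as strong as hits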
GRIN3A LBD mod = binders of NR3A ligand-binding domain, primary screen, biophysical, differential scanning fluorimetry, uHTS. Glutamate receptor ionotropic, NMDA 3A (GRIN3A) ligand-binding domain. NR3A LBD differential scanning fluorimetry, Tm shift; 0% = protein alone, 100% = glycine-bound protein. Tm shift relative to glycine control, % at 25 µM. 340,000 tested, 2.5% active;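 active = melting temperature shift of at least 10% of the positive control shift, at one fixed dose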
mIAP block = inhibitors of mouse IAP, primary screen, biochemical, luminescence, uHTS | intestinal alkaline phosphatase [Mus musculus] | purified mouse IAP, CDP-Star luminescence, 30 min | inhibition, % at 10 µM | 330,000 tested, 0.2% active;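 active = inhibition of at least 40% at 10 µM in the primary screen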;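 also: plate controls were DMSO with enzyme for no effect and no enzyme wells for full effect; values of inactives mirror those of a sister screen read the other way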
hIAP block = human IAP inhibitors, primary screen, biochemical, luminescence, uHTS | Intestinal-type alkaline phosphatase (Homo sapiens), P09923 | purified IAP, CDP-Star luminescence, 30 min | inhibition, % at 10 µM | 330,000 tested, 0.12% active;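 active = inhibition reaching a set limit with compound at 10 µM in the primary screen, cut at about 35% in these data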;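 also: plate controls were DMSO wells with enzyme for no effect and no-enzyme buffer wells for full effect; values of inactives mirror those of a sister screen read the other way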
APOBEC3A inh = APOBEC3A ssDNA deaminase inhibitors, primary screen, selectivity assay for APOBEC3G inhibitor project, biochemical, FAM/TAMRA oligo cleavage fluorescence; 330,000 tested, 0.41% active; inhibition, % at 20 µM; recombinant A3A, FAM/TAMRA ssDNA deamination fluorescence; DNA dC->dU-editing enzyme APOBEC-3A (Homo sapiens), P31941;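 active = at least 40% inhibition at 20 µM here, with at most 30% in a related deaminase screen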;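 also: plate controls were A3A with DMSO for no effect and wells lacking A3A enzyme for full effect; some results filed as inactive read as strong as hits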
Target sequence (P31941 whole entry, looked up): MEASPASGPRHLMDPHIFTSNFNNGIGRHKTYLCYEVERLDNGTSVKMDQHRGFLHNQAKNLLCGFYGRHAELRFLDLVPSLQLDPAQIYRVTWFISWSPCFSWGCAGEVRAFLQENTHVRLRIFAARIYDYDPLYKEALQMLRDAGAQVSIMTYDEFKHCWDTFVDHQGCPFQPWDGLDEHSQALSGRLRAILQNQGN
mIAP activ = activators of mouse IAP, primary screen, biochemical, luminescence, uHTS | muIAP, CDP-Star luminescence, 30 min; active compounds read high; 1 = vehicle-only enzyme signal, 0 = enzyme-free wells | activation factor at 10 µM | 330,000 tested, 0.24% active;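 active = activation factor of at least 2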; also: the source names both 10 and 20 µM as test concentration; values of inactives mirror those of a sister screen read the other way
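System: mouse IAP enzyme. Reagent: CDP-Star chemiluminescent phosphatase substrate. Benchmarks: DMSO wells, no-enzyme wells. Times: 30 min enzyme-substrate-compound incubation at room temperature. Detection: luminescence from enzymatic CDP-Star hydrolysis. Doses: test compounds delivered from DMSO solution.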
Active calls of the source: *; x = no result given; & = joins results of further samples.

SMILES	A3G deaminase	hIAP act	MPTP block	MIN6 prolif	GRIN3A LBD mod	mIAP block	hIAP block	APOBEC3A inh	mIAP activ
Cc1cc(C)c(O)c(-c2cc(C(=O)Nc3cccnc3)[nH]n2)c1	-1	1.7	59*	-2	7	-3	-70	0	1
Cc1cccc(OCCSc2nc3ccccc3n2CC(=O)O)c1	-4	1	-0.5	2	-3	-7	0	-3	1.1
Cc1cc(NC(=O)CSc2nc(C(C)C)nc3sc(C)c(C)c23)no1	-11	1.1	1.0	-1	3	-2	-11	-3	1
CCN1/C(=C\C=C(C(C)=O)C(C)=O)Sc2ccccc21	-5	0.69	-0.2	-2	1	24	31	-2	0.76
Cc1ccc(Cc2cnc(NC(=O)CN3CCOCC3)s2)cc1Cl	-7	0.95	-0.8	-1	0	4	5	-5	0.95
CC1(OC(=O)c2ccc(Cl)nc2)C(=O)C=C2C=C3CCCN3C=C2C1=O (centres undefined)	44	0.87	1.4	-1	0	6	13	47	0.94
C/C(=N\n1cnnc1)c1ccc(C#N)cc1	-8	1.1	1.0	0	-13	-5	-8	4	1
Cc1nc(CS(=O)c2ccc(Cl)cc2)cc(NCc2ccc(Cl)cc2Cl)n1 (centres undefined)	-8	0.98	-2.1	-4	-3	0	2	-1	1
O=C(c1cccnc1)N1CCN(S(=O)(=O)c2cccs2)CC1	-4	1	0.1	3	1	-3	-3	1	1
CC(OC(=O)c1ccco1)C(=O)Nc1ccc(Cl)cn1 (centres undefined)	-8	1.1	0.1	-2	-2	-8	-10	-7	1.1
COc1cc(C(=O)N/N=C/c2ccc(OC(=O)N3CCOCC3)cc2)cc(OC)c1OC	-9	1.1	-0.5	-2	0	8	-12	-3	0.92
CC(C)(C)C(=O)NNc1nc(-c2ccccc2)c2cc(Br)ccc2n1	1	0.93	-1.6	-1	-2	8	7	2	0.92
CCOc1cc(NC2CS(=O)(=O)CC2O)c(OCC)cc1NC(=O)c1ccccc1 (centres undefined)	-2	0.99	1.3	-1	0	-7	1	1	1.1
CCOC(=O)Nc1cccc(OCC(=O)Nc2ccccc2OCC)c1	-6	1	2.5	4	-2	-8	-4	0	1.1
Brc1cccc(-c2nnc3sc(CNCc4ccco4)cn23)c1	-5	0.86	-1.1	-3	-3	8	14	-3	0.92
Cc1ccc2c(C(=O)CN3CCN(C(=O)c4ccco4)CC3)c(C)[nH]c2c1	-7	1.1	1.0	-2	-2	-12	-13	-2	1.1
O=C(Nc1cccc(NC(=O)c2ccco2)c1)c1ccccc1	-9	1.2	-1.1	0	-3	-11	-17	-5	1.1
Cn1c(=O)c2c(nc(Br)n2CC(=O)C23CC4CC(CC(C4)C2)C3)n(C)c1=O	1	1.2	8.0	-4	1	-5	-16	5	1.1
COc1ccccc1CC(=O)O/N=C(\N)c1ccccn1	-5	1.1	1.3	-1	0	6	-14	-3	0.94
CC(C)N(C(=O)CSc1nnc(CNc2ccc(F)cc2)o1)C(C)C	-7	1	-1.3	4	0	-14	-4	-2	1.1
Cc1ccc(S(=O)(=O)NCCC(=O)NNC(=O)c2ccccc2Cl)cc1C	-2	1.1	-1.3	-2	0	22	-15	-2	0.78
CN(C(=O)/C=C/c1cnc2ccccc2c1)C1CCCCC1	-3	1.2	-1.4	0	-2	-15	-17	-3	1.1
Cc1ccc(S(=O)(=O)C2(C(=O)Nc3cccnc3)CC2)cc1	-4	0.92	-1.0	3	-1	1	8	-3	0.99
C=CCCO[C@@H]1O[C@@H](C)[C@H](O)C[C@H]1O	-9	1.1	0.0	0	1	0	-6	1	1
CCCOc1ccc(N2C(=O)CC(N3CCN(c4ccccc4F)CC3)C2=O)cc1 (centres undefined)	0	1.1	0.5	-2	0	4	-7	-4	0.96
N#Cc1c(NC(=O)CSc2ccccn2)oc(-c2ccccc2)c1-c1ccccc1	-9	0.97	-1.1	1	-2	7	3	-6	0.93
COc1cccc(-c2cc3c(=O)n(-c4ccccc4)c(=S)[nH]c3s2)c1	-6	0.98	-0.3	-1	0	12	2	-1	0.88
CSc1c(C#N)c(N)nc2sc(C(=O)c3ccccc3)c(N)c12	11	1.3	0.3	-4	2	23	-33	-5	0.77
Cc1sc2ncnc(NCCc3ccc(S(N)(=O)=O)cc3)c2c1C	-3	1.2	86*	-6	0	-5	-23	-1	1.1
Cc1ccc(S(=O)(=O)N2CCN(C(=O)CSc3cc(C)ccc3C)CC2)c(C)c1	3	0.96	-0.6	-1	0	-2	4	1	1
CN1CCN(NC(=O)c2cc(-c3ccc(Cl)s3)nc3ccccc23)CC1	-1	0.92	0.0	-4	4	6	8	2	0.94
Cc1ccc(C(=O)CC(=O)c2ccc(C(C)(C)C)cc2)cc1	-7	0.91	5.0	-2	1	3	9	0	0.97
Cc1cc(C(=O)NCCc2ccc(Cl)cc2)c2ccccc2n1	-4	0.98	1.6	-2	0	3	2	1	0.97
CC(C)(C)C1=CC=C(C(C)(C)C)C(=O)C1=O	4	0.98	x	-4	x	-10	2	3	1.1
COc1ccc(S(=O)(=O)N2CCC(C(=O)N[C@@H](C)C(=O)NCc3ccc(F)cc3)CC2)cc1	7	0.92	-0.6	5	0	0	8	-2	1
CCOc1ccccc1CNC(=O)c1ccc(NC(=O)C2=C(C)OCCS2)cc1	-7	1.1	-1.2	-2	0	-5	-8	-7	1.1
Cc1cc(=O)n(CC(=O)NCCN2CCOCC2)c2c1c(C)nn2-c1ccccc1	-3	1.2	-0.8	-2	-5	1	-24	4	0.99
COc1cccc(NC(=O)[C@@H]2CCCN2S(=O)(=O)c2cccc3cccnc23)c1	-5	1.2	-0.2	-4	0	-4	-18	0	1
COc1ccc(-c2c(-c3ccc(OCC(=O)NN)cc3O)n[nH]c2C(F)(F)F)cc1	-2	1.3	-0.4	2	-5	-5	-33	1	1.1
CCOc1ccc(CCNC(=O)CS(=O)(=O)Cc2nc(-c3cccc(OC)c3)oc2C)cc1	1	0.89	0.4	-4	2	-3	11	-3	1
COc1ccc(OC)c(-n2cnnn2)c1	-5	1.2	-0.1	7	0	-4	-19	-2	1
COc1ccc(C(=O)O)cc1S(=O)(=O)NC(C)(C)C	-4	1.1	0.4	1	-1	3	-8	0	0.97
O=C(NCCS(=O)(=O)NCCCc1ccccc1)c1ccccc1	-1	1.3	-0.8	-1	x	-1	-31	1	1
COc1cc(CNC2CCCC2)cc(Br)c1OCC(=O)Nc1ccccc1C	1	0.8	1.3	-6	-2	-3	20	3	1
CC(C)(C)CC(C)(C)NC1=CC(=O)OC12CCCCC2	-9	0.91	0.3	-2	-7	0	9	-7	1
CCc1nnc(NC(=O)CN2CCN(Cc3ccccc3Cl)CC2)s1	-3	0.98	2.5	1	0	-13	2	-6	1.1
Cc1cccc(C(=O)NNC(=O)Nc2ccccc2)c1	-1	1.1	3.5	-1	-1	-1	-7	3	1
COc1cccc(-c2nnc(SCC(=O)Nc3ccc4c(c3)OCCO4)n2Cc2ccco2)c1	10	0.91	5.3	-1	-1	-5	9	-11	1
Cc1ccc(C(=O)N/C(=C/c2ccc(C(C)C)cc2)C(=O)NCCCN2CCOCC2)cc1	-3	0.99	-1.2	0	2	2	1	-3	0.98
O=C(N/N=C/c1c[nH]c2ccc(Br)cc12)c1ccccn1	-7	1.3	-3.6	-3	10*	-7	-34	1	1.1
S=c1[nH]c(-c2cccs2)cn1-c1ccccc1	13	0.87	-0.5	2	-1	0	13	-3	1
CCOC(=O)C1=C(CN2CCN(C(=O)c3ccco3)CC2)NC(=O)NC1c1ccc(C)cc1 (centres undefined)	-8	0.92	-1.2	3	-1	6	8	-6	0.94
CC1(NC(=O)c2cc(Cl)nc3ccccc23)CCS(=O)(=O)C1 (centres undefined)	-9	1	0.2	5	2	4	-1	-4	0.96
COC(=O)C1C(=O)c2c([nH]c(C(=O)OC3CCCC3)c2C)CC1C (centres undefined)	0	1	-4.3	-3	1	-2	-3	0	1
O=C(c1ccc(C(=O)N2CCCc3ccccc32)nc1)N1CCCc2ccccc21	3	0.91	-0.3	-2	-1	2	9	0	0.98
Cc1noc(C)c1COc1ccccc1C(=O)N1CCN(S(=O)(=O)c2ccccc2C(F)(F)F)CC1	-5	1.1	-2.3	5	2	3	-8	1	0.97
O=C(Cn1cnc2c(cnn2-c2ccccc2)c1=O)c1ccc(Cl)cc1	-4	0.92	-1.7	-1	3	6	8	1	0.94
CCCCNc1c(-c2cccc(SC3CCCCC3)c2)nc2ccc(Cl)cn12	-2	1	1.9&4.0	-9	-9	-3	-1	-1	1

Molecules shown so far that contain a thiophene ring, fused or not:
SMILES	A3G deaminase	hIAP act	MPTP block	MIN6 prolif	GRIN3A LBD mod	mIAP block	hIAP block	APOBEC3A inh	mIAP activ
Cc1cc(NC(=O)CSc2nc(C(C)C)nc3sc(C)c(C)c23)no1	-11	1.1	1.0	-1	3	-2	-11	-3	1
O=C(c1cccnc1)N1CCN(S(=O)(=O)c2cccs2)CC1	-4	1	0.1	3	1	-3	-3	1	1
COc1cccc(-c2cc3c(=O)n(-c4ccccc4)c(=S)[nH]c3s2)c1	-6	0.98	-0.3	-1	0	12	2	-1	0.88
CSc1c(C#N)c(N)nc2sc(C(=O)c3ccccc3)c(N)c12	11	1.3	0.3	-4	2	23	-33	-5	0.77
Cc1sc2ncnc(NCCc3ccc(S(N)(=O)=O)cc3)c2c1C	-3	1.2	86*	-6	0	-5	-23	-1	1.1
CN1CCN(NC(=O)c2cc(-c3ccc(Cl)s3)nc3ccccc23)CC1	-1	0.92	0.0	-4	4	6	8	2	0.94
S=c1[nH]c(-c2cccs2)cn1-c1ccccc1	13	0.87	-0.5	2	-1	0	13	-3	1
